PRMT1 inh = inhibitors of human PRMT1 | recombinant PRMT1, activity-based probe fluorescence polarization | inhibition, % at 2.79 µM | 1.3% of 370,000 active | AID 652257;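 active means inhibition above about 21% made by adding two undisclosed values, limit read from the data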
Target sequence (Q99873 whole entry, looked up): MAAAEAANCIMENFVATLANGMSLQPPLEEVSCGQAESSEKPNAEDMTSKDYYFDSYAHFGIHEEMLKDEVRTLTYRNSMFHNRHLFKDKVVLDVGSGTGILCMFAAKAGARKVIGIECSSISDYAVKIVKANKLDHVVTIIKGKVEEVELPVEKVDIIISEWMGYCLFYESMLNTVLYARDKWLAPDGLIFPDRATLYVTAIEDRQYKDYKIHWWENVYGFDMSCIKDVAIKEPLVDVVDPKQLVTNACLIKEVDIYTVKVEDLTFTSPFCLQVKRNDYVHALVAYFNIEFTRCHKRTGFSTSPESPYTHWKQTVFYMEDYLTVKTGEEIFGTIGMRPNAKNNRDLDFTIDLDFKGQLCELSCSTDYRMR
SIAE inh = blocks human sialic acid acetylesterase; Q9HAT2; SIAE FP-Rh probe binding, fluorescence polarization; inhibition, % at 9.66 µM; 0.69% of 370,000 active; AID 1053197;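 active means inhibition above a cutoff: mean of compounds within the control limits plus 3 SD of those, cut at about 17% in these data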;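 further: 0% = plate median of compound wells and 100% = probe without SIAE protein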
Target sequence (Q9HAT2 whole entry, looked up): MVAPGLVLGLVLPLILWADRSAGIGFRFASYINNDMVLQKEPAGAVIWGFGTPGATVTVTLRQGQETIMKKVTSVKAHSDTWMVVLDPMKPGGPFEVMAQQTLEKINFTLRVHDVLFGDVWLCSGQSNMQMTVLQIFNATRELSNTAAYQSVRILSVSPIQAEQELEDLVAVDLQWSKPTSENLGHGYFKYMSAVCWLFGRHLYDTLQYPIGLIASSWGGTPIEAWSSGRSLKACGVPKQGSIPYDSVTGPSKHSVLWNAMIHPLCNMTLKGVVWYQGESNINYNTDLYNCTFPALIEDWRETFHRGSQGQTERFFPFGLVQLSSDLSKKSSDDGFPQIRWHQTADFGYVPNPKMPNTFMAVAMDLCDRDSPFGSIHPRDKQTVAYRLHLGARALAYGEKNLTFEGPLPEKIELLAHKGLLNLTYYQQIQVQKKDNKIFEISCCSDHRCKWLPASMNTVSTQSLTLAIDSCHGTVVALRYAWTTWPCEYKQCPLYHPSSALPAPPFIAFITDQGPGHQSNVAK
NR1D1 modulator = Rev-erb alpha (human) modulation. P20393. Rev-erbα–FITC-DNA binding, fluorescence polarization, 90 min. activity, % at 10 µM. 0.79% of 370,000 active. AID 1259318;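 active means activity above about 14%, limit read from the data; passing the limit was not always enough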;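 further: 0% = DMSO wells with 35 nM protein and 100% = DMSO wells with 750 nM protein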
PG9 Ab binder = small molecules binding HIV-1 gp120 antibody PG9; TR-FRET gp120-PG9 antibody binding; inhibition, % at 6.7 µM; 0.43% of 360,000 active; in the data active means inhibition above about 8.5%
TCR-CD3 inh = human TCR-CD3 binding inhibition | TAMRA-labeled TCR probe fluorescence, biochemical | inhibition, % at 9.4 µM | 0.37% of 360,000 active | AID 651800; in the data active means inhibition above about 19%;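 further: recombinant mutant TCR 2C K166C tagged with TAMRA read by polarization; 0% = receptor in buffer alone and 100% = receptor with positive control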
TDP2 inh = TDP2 (human) inhibition, absorbance primary screen | O95551 | recombinant TDP2, T5PNP hydrolysis, p-nitrophenol absorbance 415 nm | inhibition, % at 12.8 µM | 0.34% of 370,000 active | AID 720702;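 active means inhibition above the mean of all tested compounds plus 3 SD, set per campaign, cut at about 25% in these data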;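 further: 0% = DMSO with enzyme and 100% = buffer with substrate but no TDP2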
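Test system: Human TDP2 enzyme | Reagent: 5 mM T5PNP | Compound dosing: 12.8 µM single point, 1% DMSO | Incubation: Enzyme reaction with compound for 2 h at 37 °C | Technique: p-Nitrophenol epi absorbance | Read-out: % inhibition relative to enzyme-containing and enzyme-free wells | Benchmarks: High control without enzyme, low control DMSO plus TDP2 | Replicates: Singlicate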
rCAG binder = binds r(CAG) RNA repeats. r(CAG) RNA repeat, TO-PRO-1 dye displacement fluorescence. 1.3% of 370,000 active. inhibition, % at 3 µM. AID 651821;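 active means inhibition above the plate cutoff, the mean of all test compounds on that plate plus 3 SD, cut at about 35% in these data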;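 further: 0% = DMSO alone and 100% = 100 µM mitoxantrone as full dye displacement; higher means more dye released from RNA so lower well fluorescence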
LEDGF integ inh = blocks HIV-1 LEDGF/p75-dependent DNA integration | TR-FRET IN-LEDGF/p75 DNA integration, Eu/Cy5 | inhibition, % at 3.7 µM | 0.64% of 370,000 active | AID 743269;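 active means inhibition above the screen-wide mean plus 3 SD, cut at about 13% in these data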;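 further: signal is the Cy5 over europium emission ratio at 671 and 618 nm; 0% = plate median of compound wells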
ABHD4 inh = inhibitors of mouse ABHD4; Q8VD66; purified mABHD4, FP-Rh probe fluorescence polarization; inhibition, % at 8.92 µM; 0.54% of 370,000 active;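 active means inhibition exceeding the mean over every tested compound plus 3 SD, cut at about 30% in these data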;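 further: 0% = plate median of compound wells and 100% = S159A mutant with DMSO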
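assay system = mABHD4 protein | compound dosing = single nominal dose of 8.92 µM, 0.89% DMSO final | read-out basis = percent inhibition of probe binding, normalized to plate controls | schedule = Enzyme–compound pre-incubation 45 min, then probe 60 min, both 25 °C | detection = fluorescence polarization, excitation 525 nm, emission 598 nm, BODIPY TMR filters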
HTRA1 inhibitor = blocks human HTRA1 serine peptidase | 0.5% of 340,000 active | AID 504803 | Q92743 | inhibition, % at 5.96 µM | recombinant HTRA1, FP-rhodamine activity-based probe, fluorescence polarization; in the data active means inhibition above about 36%;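 further: 0% = enzyme with DMSO and 100% = wells lacking enzyme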
The depositor's hits bear a star; / = not tested or not shown. Not all compounds are listed, so the mix of outcomes need not match the whole.

mol	PRMT1 inh	SIAE inh	NR1D1 modulator	PG9 Ab binder	TCR-CD3 inh	TDP2 inh	rCAG binder	LEDGF integ inh	ABHD4 inh	HTRA1 inhibitor
CCC(Oc1ccccc1)C(=O)OCC(=O)Nc1c(C)nn(-c2ccccc2)c1C (stereo not given)	0	6	-5	0.1	-1	-3	0	-3	3	-6
O=C(CSCc1cc(=O)[nH][nH]1)Nc1ccc(F)cc1	2	1	4	-1.7	-2	3	6	1	7	0
Cc1ccccc1OC1(C)CCN(Cc2ccc(-c3ccccn3)cc2)C1 (stereo not given)	0	3	-4	-0.9	-3	10	0	-2	7	/
Cc1cc(C)c2c(=O)[nH]c(SCC(=O)c3ccc(C(C)C)cc3)nc2n1	4	-9	-4	32*	-1	-5	5	1	-2	1
O=C(Nc1ccccc1)C1=C[C@H](C2CC2)C[C@H](OCCCCO)O1	2	1	-2	-0.3	6	-1	-5	-2	0	1
CCC(C)(C)NC(=O)C(OC(=O)c1ccco1)c1ccccc1F (stereo not given)	-3	-3	-3	-2.7	0	-24	-1	1	-9	0
COc1ccc(S(=O)(=O)N2CCOCC2)cc1NC(=O)CCOc1ccc(C(C)(C)C)cc1	-5	-12	5	0.0	5	0	9	4	-6	-5
COc1cc2c(cc1OC)C(=O)Cc1ccc3c(c1CN(C)CC2)OCO3	4	-1	1	1.2	0	3	-1	-2	-1	3
O=C(CN1CCN(c2ncccn2)CC1)N1CCCC1	1	-3	4	1.4	8	-9	-3	-1	12	5
Cc1cccc(NC(=S)N(Cc2cccc(Br)c2)CC2CCC(C(=O)O)CC2)c1 (stereo not given)	-2	0	/	-1.4	-9	-14	26	6	-18	-14
Cc1ccc(-c2nc(CSc3nc4ccccc4c(=O)n3CCO)cs2)cc1	7	-13	-2	-0.7	-10	-3	5	-2	-26	-55
Cc1cc(C)c2c(CN3CCN(C/C=C/c4ccccc4)CC3)cc(=O)oc2c1	3	-7	6	-1.6	-6	-10	-3	-4	-10	-42
O=C1CCC(C(=O)Nc2cccc(S(=O)(=O)Nc3ccccc3F)c2)=NN1	31*	24*	-7	-0.4	2	-1	3	-3	7	1
O=C(CNc1cccc(S(=O)(=O)N2CCOCC2)c1)Nc1cccc(Br)c1	-3	-5	-1	-1.5	2	2	6	5	-3	-1
CS(=O)(=O)c1ccc(C(=O)Nc2cc(-c3ccccc3)nn2-c2ccccc2)cc1	1	-3	-2	-0.3	-4	7	2	1	3	-10
COc1cccc(OC)c1C(=O)NCCNc1nc2cc(C)cc(C)c2cc1C#N	-1	4	-1	-0.7	-3	8	-1	0	-1	/
O=C(COc1ccc(Cl)cc1)NNC(=O)c1ccc(=O)[nH]c1	0	3	-1	-1.0	-3	3	2	1	7	4
COc1ccccc1/C=C1\SC(=S)N(CC(=O)NC2CCS(=O)(=O)C2)C1=O (stereo not given)	16	3	6	-3.0	2	-20	15	-1	-18	-1
CS(=O)(=O)c1ccccc1C(=O)Nc1nc2ccccc2[nH]1	-1	0	-3	-0.4	5	21	3	2	1	-1
COc1ccc(CCC(=O)NNC(=O)c2cc(Cl)ccc2OC)cc1	-4	-2	9	-0.8	5	-6	-2	6	-5	-5
COc1ccc(C)cc1NC(=O)c1cccc(C(=O)Nc2cc(C)ccc2OC)c1	14	-5	-1	-0.4	-10	7	-3	-5	-1	-6
CCOC(=O)C(NC(C)=O)(Nc1ccc(S(=O)(=O)Nc2ccncn2)cc1)C(F)(F)F (stereo not given)	0	0	-1	0.0	5	-2	-2	-2	0	6
S=c1[nH]nc(COc2ccc(Cl)cc2)n1Cc1ccco1	12	3	2	-1.5	-3	-6	4	8	-6	0
O=C(Cc1ccc(NC(=O)C2CCN(C(=O)C3CCC3)CC2)cc1)Nc1ccc(C(=O)N2CCOCC2)cc1	-2	-6	-2	1.0	-13	-12	1	5	-10	-4
O=C(N/N=C/c1cccc(Cl)c1)C1CCCC1	0	-1	-1	-1.9	2	-9	1	-2	5	-14

Next part.
mol	PRMT1 inh	SIAE inh	NR1D1 modulator	PG9 Ab binder	TCR-CD3 inh	TDP2 inh	rCAG binder	LEDGF integ inh	ABHD4 inh	HTRA1 inhibitor
CCCCNC(=O)CCn1c(=S)[nH]c2cc3c(cc2c1=O)OCO3	-2	-1	-3	0.8	2	-2	-2	0	3	5
CCCCN(C(=O)c1[nH]c(C)c(C(C)=O)c1C)c1c(N)n(CCCC)c(=O)[nH]c1=O	-2	0	3	0.4	4	2	-2	0	0	3
CCCOc1ccc(C(=O)NNC(=S)NC(=O)c2ccccc2)cc1	2	-4	2	0.4	4	-10	28	3	-4	13
Cc1cc(C(=O)CSc2nnc(-c3cccnc3)n2-c2ccccc2F)c(C)n1C	3	1	-2	1.5	-1	8	-2	1	11	1
CCOc1c2ccc(C(=O)NCCCCc3ccccc3)cc2nn1CC	-1	3	-5	-0.4	3	10	-5	-1	1	-11
O=C(CCN1N=C(c2ccccc2)CCC1=O)NCCCN1CCOCC1	-4	8	0	-2.0	0	14	0	2	-2	4
COc1ccccc1C(NC(=O)C1CCN(CCc2ccc(Br)cc2)CC1)c1ccccn1 (stereo not given)	1	-3	-7	-0.3	-8	3	1	2	4	/
COCc1ccc([C@@H]2C[C@H]3CN(Cc4cccnc4)C(=O)[C@]34CCCN24)o1	-5	-5	3	-0.7	-4	3	0	-1	2	-3
COc1ccc(NS(=O)(=O)c2cccc(C(=O)N3CCOCC3)c2)cc1	-4	3	-1	-0.6	-2	-7	3	0	3	4
CCOC(=O)CSc1nnc(CNC(=O)c2ccc([N+](=O)[O-])cc2)n1C	1	2	3	0.6	0	-9	1	-2	-1	6
COc1ccc(CNC(=O)C2CCN(S(=O)(=O)c3ccc4c(c3)N(C(C)=O)CCO4)CC2)cc1	2	-2	0	-0.7	-3	-9	3	-3	4	-4
Cc1cccc(Nc2nc(N)nc(CCl)n2)c1	4	1	-4	2.4	0	7	0	-1	4	2
CS(=O)(=O)N(CC(=O)O)c1ccc(C23CC4CC(CC(C4)C2)C3)cc1	-3	-10	1	-1.4	4	-19	32	2	-7	2
COc1cc(/C=C/C(=O)OCC(=O)N2c3ccccc3CC2C)cc(OC)c1OC (stereo not given)	-1	-10	12	-1.4	-12	-7	-1	3	-7	-2
Cc1cccc(-c2nn(-c3ccccc3)cc2C(=O)N2CCN(C3CCS(=O)(=O)C3)CC2)c1 (stereo not given)	-2	0	4	1.4	6	1	2	-2	6	-6
CN(C)c1ccc(C(=O)NC2CCCCN(Cc3ccc(Cl)cc3)C2=O)cc1 (stereo not given)	-3	0	2	/	/	9	2	4	5	/
C=CCn1c(SCC(=O)c2ccc(F)cc2)nnc1-c1ccc2c(c1)OCO2	6	1	0	-1.2	3	-6	-4	-3	0	-4
C[C@@H](C(=O)NNC(=O)c1ccc(Cl)cc1)N1C(=O)C2CC=CCC2C1=O (stereo not given in full)	4	0	-2	2.5	1	-4	4	6	-6	-1
Cc1ccccc1N1CCN(C(=O)CN2C(=O)CC(C)(C)S(=O)(=O)c3ccccc32)CC1	0	-3	-3	/	/	15	2	-1	4	/
CCn1c(SCC(=O)Nc2cc(C)on2)nnc1-c1ccccc1	-2	-2	2	-0.2	1	0	-4	0	-1	-3
CCC(C)(C)NC(=O)C(NS(=O)(=O)c1cccs1)c1ccccc1 (stereo not given)	-3	9	0	-3.5	5	5	0	-4	4	-9
COc1cc(OC)cc(C(=O)NC(C)CCc2ccccc2)c1 (stereo not given)	2	-8	1	0.5	-2	0	6	-8	-5	-3
Cc1sc2nc(C3CC3)nc(SCC(=O)NCc3ccco3)c2c1C	6	-8	1	2.0	1	11	0	-1	0	-10
O=C(CNC(=O)C1CCCCC1)Nc1ccccc1	-1	-5	-2	-0.5	5	1	2	1	-1	5
NS(=O)(=O)c1ccc(NC(=O)C2CCCO2)cc1 (stereo not given)	-1	1	4	-0.8	3	-3	5	1	1	/

New compounds follow
mol	PRMT1 inh	SIAE inh	NR1D1 modulator	PG9 Ab binder	TCR-CD3 inh	TDP2 inh	rCAG binder	LEDGF integ inh	ABHD4 inh	HTRA1 inhibitor
OC(COc1ccccc1)CN1CCN(c2ccccc2)CC1 (stereo not given)	-2	-2	-5	-1.2	2	-13	-1	4	2	12
Cc1nn(C)c(C(=O)NNC(=S)NCC(C)C)c1Cl	7	-3	3	1.5	-7	1	4	0	-6	4
Cc1ccc(C(=O)OCC(=O)NCc2ccco2)cc1S(=O)(=O)N1CCOCC1	1	5	-4	-1.9	5	2	-4	0	4	-3
COC(=O)c1cc(CNC(=O)CCCSc2ccccc2)ccc1OC	0	5	-5	-1.3	1	10	-1	2	0	-1
COc1ccc(C(=O)NC(=S)Nc2ccc3[nH]c(=O)[nH]c3c2)c(OC)c1	5	3	101*	37*	3	-1	5	4	4	6
OC(COc1ccc2ccccc2c1Cl)CN1CCOCC1 (stereo not given)	1	0	6	-1.4	1	-2	-7	-1	-5	3
CCCOc1ccc2c(c1)C(=NN=C(N)N)c1cc(OCCC)ccc1-2	1	18*	1	1.7	6	-11	18	-3	38*	14
CC1CC(C)CN(C(=O)CSc2nc3ccsc3c(=O)n2Cc2ccccn2)C1 (stereo not given)	6	1	1	-0.8	1	7	-1	-1	-6	-8
CC(C(=O)Nc1ccccc1Sc1ccccc1)N(c1ccccc1)S(C)(=O)=O (stereo not given)	0	-1	1	-2.1	9	-11	3	1	-9	-19
CCN(CC)S(=O)(=O)c1cc(C(=O)OCC(=O)Nc2c(F)cccc2F)ccc1F	0	7	-6	-1.4	10	15	-2	-2	-4	0
COc1ccc(Cc2nc(-c3ccccn3)no2)cc1	-2	6	-6	-2.8	7	-8	-3	-3	0	-4
COc1ccc(C(O)c2ncc(-c3ccccc3)[nH]2)cc1 (stereo not given)	2	9	-1	-0.1	-10	7	0	1	0	/
CCc1cc2c(=O)nc3n(c2s1)Cc1ccccc1/C3=C(/O)c1ccc(F)cc1	2	8	-1	0.6	-2	-14	14	7	27	1
COc1ccccc1-c1nc2ccccc2c(=O)n1NC(=O)c1cccs1	-4	2	0	-1.8	-3	-14	6	0	-5	2
COc1ccccc1CN1CCN(C(c2ccccc2)c2ccccc2)CC1	-3	7	6	-0.7	-2	26*	-9	2	12	-1
O=C(CNC(=O)c1ccco1)N=Nc1c(O)n(CCc2ccccc2)c2ccccc12	-2	-1	1	-2.7	18	16	9	1	-2	-2
Cc1cccc(-n2nnc(C(=O)NCc3ccco3)c2N)c1	1	7	-4	0.7	1	-5	-2	1	-1	9
O=C(CCn1c(=O)oc2ccccc21)NC1=NCCS1	1	-1	10	-0.5	4	13	3	-1	-2	0
COc1ccc(N2CCN(C(=O)c3cc(C)on3)CC2)cc1	2	-3	-4	-3.8	-1	3	-9	2	3	2
